Scp-1 inhibitor – blocks human Scp-1 phosphatase activity | Q9GZU7 | Recombinant Scp1, phosphopeptide, malachite green phosphate absorbance | inhibition, % at 20 µM | 0.88% of 340,000 active;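 active means inhibition above about 50% at 20 µM, limit read from the data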;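 further: plate controls were DMSO wells with enzyme for no effect and wells lacking enzyme for full effect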
Target sequence (Q9GZU7 76-261 limits assumed): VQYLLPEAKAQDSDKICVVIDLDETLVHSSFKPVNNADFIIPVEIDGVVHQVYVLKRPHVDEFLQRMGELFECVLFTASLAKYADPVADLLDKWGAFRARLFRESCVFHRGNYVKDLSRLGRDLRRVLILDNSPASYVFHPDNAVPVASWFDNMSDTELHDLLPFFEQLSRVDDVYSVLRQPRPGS
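Material – SCP-1 phosphatase catalytic domain, residues 76-261 · Buffer or medium – Acidic Tris acetate buffer with magnesium and detergent · Also added – Phospho 17-mer peptide substrate · Compound – single 20 µM dose, 1% DMSO · Times – 45 min room-temperature reaction, 5 min colour, 30 min stabiliser · Technique – Phosphate-binding colour reagent, absorbance read at 630 nm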
NadD inh – NadD (S. aureus) enzyme inhibition. purified NadD enzyme, colorimetric absorbance read-out. AID 602399. inhibition, % at 20 µM. 0.78% of 360,000 active; in the data active means inhibition above about 26%; further: some compounds past the cut are filed as inactive
DNMT1 block – inhibitors of human DNMT1; DNMT1 molecular beacon, Hinp1I cleavage, fluorescence; inhibition (reported as % activation of signal), % at 10 µM; AID 588458; 0.83% of 360,000 active; P26358; in the data active means inhibition above about 50%
Rin1-Abl PPI inh – blocks binding of human Rin1 to Abl; P00519+Q13671; TR-FRET Rin1/Abl binding, biochemical; inhibition, % at 7.35 µM; 0.4% of 360,000 active; in the data active means inhibition above about 5%, passing the limit was not always enough
CSN deneddyl inh – inhibitors of human CSN-mediated cullin deneddylation. Q92905. Purified CSN, SCF-Nedd8-OG deneddylation, fluorescence polarization. inhibition, % at 12.5 µM. 0.38% of 360,000 active. AID 651999;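 active means pattern-corrected inhibition above about 35%, with an unprinted fluorescence ratio check between 0.5 and 1.5, limit read from the data, passing the limit was not always enough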;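 further: 0% = enzyme with substrate and 100% = substrate without enzyme; some results filed as inactive read as strong as hits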
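test system = HEK293T-derived human Csn5 enzyme | amount = 0.24 nM Csn5 enzyme, final concentration | medium = Tris/NaCl/DTT buffer, pH 7.5 | schedule = 90 min reaction at room temperature | signal = FP | evaluation = inhibition of Csn5 cleavage, % | compound dosing = single dose of 12.5 µM compound with 0.25% DMSO | probe or stimulus = 10 nM SCFSkp2-Nedd8OG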
Neddyl block – blocks human cullin neddylation; P61081+Q13564; TR-FRET cullin neddylation, biochemical; calls only at 25 µM; 0.58% of 360,000 active; AID 651699; in the data active means inhibition above about 36%
Target sequence (P61081 whole entry, looked up): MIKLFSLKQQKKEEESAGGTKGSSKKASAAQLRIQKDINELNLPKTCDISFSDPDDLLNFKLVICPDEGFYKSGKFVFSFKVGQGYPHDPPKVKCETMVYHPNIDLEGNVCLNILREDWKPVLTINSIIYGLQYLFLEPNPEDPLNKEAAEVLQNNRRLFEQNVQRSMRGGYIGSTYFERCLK
Target sequence (Q13564 whole entry, looked up): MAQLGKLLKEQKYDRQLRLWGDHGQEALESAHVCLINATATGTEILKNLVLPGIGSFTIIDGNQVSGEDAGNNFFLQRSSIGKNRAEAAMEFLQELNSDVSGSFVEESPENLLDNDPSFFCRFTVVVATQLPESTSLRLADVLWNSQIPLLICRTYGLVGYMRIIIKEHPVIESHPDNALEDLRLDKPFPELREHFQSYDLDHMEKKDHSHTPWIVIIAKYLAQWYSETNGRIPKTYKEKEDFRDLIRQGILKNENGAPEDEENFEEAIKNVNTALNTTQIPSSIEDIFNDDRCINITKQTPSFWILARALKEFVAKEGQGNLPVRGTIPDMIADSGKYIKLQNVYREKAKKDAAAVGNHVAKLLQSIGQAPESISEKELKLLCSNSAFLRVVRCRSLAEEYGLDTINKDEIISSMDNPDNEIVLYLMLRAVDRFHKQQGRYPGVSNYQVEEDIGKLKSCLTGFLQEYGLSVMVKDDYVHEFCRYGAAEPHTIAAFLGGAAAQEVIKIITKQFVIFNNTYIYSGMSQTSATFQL
Rpn11 inh – inhibitors of human proteasome Rpn11; O00487; human 26S proteasome, Ub4-pepOG fluorescence polarization; 20S core pre-blocked with epoxomicin; calls only at 20 µM; 0.59% of 360,000 active; AID 588493;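 active means inhibition at 20 µM, scaled to each plate's controls, above about 33%, limit read from the data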
SUMO1 PPI mod – modulators of human SUMO1-mediated protein-protein interactions. P63165. SUMO1 binding to a labelled peptide, TR-FRET, 1 h. inhibition, % at 20 µM. 0.33% of 360,000 active; in the data active means inhibition above about 37%
LMPTP block – LMPTP (human) inhibition. recombinant LMPTP-A, OMFP fluorogenic substrate, fluorescence intensity. inhibition, % at 20 µM. 0.22% of 360,000 active. AID 651560;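 active means compounds that cut the enzyme signal by at least half of the control window in the single-dose screen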;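 further: plate controls were DMSO wells with enzyme plus substrate for no effect and substrate without enzyme for full effect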
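Buffer or medium: Bis-Tris pH 6.0, DTT, detergent; Assay system: LMPTP-A enzyme; Quantity: 0.625 nM enzyme; Detection: endpoint fluorescence intensity; Times: 50 min dark incubation at room temperature; Controls: substrate-only low control, DMSO enzyme-plus-substrate high control; Doses: single 20 µM dose; Read-out: percent inhibition versus substrate-only and uninhibited controls; Reagent: 400 µM OMFP.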
STEP block – blocks human striatal-enriched tyrosine phosphatase | P54829 | inhibition, % at 20 µM | recombinant STEP, OMFP fluorogenic substrate, fluorescence | 0.25% of 360,000 active | AID 588621;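 active means inhibition at 20 µM, scaled per plate between control wells, above about 37%, limit read from the data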;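 further: 0% = DMSO with enzyme and substrate and 100% = substrate only without enzyme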
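Material: STEP (striatal-enriched tyrosine phosphatase) enzyme, cell-free | Medium: 50 mM Bis-Tris pH 6.0 with 2.5 mM DTT and 0.005% Tween 20 | Read-out: Percent inhibition scaled to no-enzyme and uninhibited-enzyme controls, plate-pattern corrected | Signal: Fluorescence read at 480 nm ex / 540 nm em | Times: 20 min reaction, room temperature, in the dark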
* marks the source's active call; other numbers are inactive results; i = inactive; · = not tested or not shown; & = joins results of further samples.

[1] Cc1ccc(COc2ccc(S(=O)(=O)N3CCCC3)cc2C(N)=O)cc1
[2] CC(=O)OCCN1c2ccccc2Sc2cnccc21
[3] COc1ccc(/C=C/C(=O)OCC(=O)Nc2cccc(S(=O)(=O)NC3=NCCCCC3)c2)cc1
[4] CN(CCc1cnn(C)c1)Cc1cn(C)nc1-c1ccccc1F
[5] COc1c(C)cc(C(=O)C2CCCN(C(=O)c3ccc4[nH]ccc4c3)C2)cc1C (centres undefined)

assay / compound	1	2	3	4	5
Scp-1 inhibitor	-4	·	-2	-5	-9
NadD inh	-4	-4	-1	-4	-1
DNMT1 block	0	0	0	-7	-3
Rin1-Abl PPI inh	-1	-5	-1	-5	-1
CSN deneddyl inh	-2	1	-4	5	-2
Neddyl block	i	i	i	i	i
Rpn11 inh	i	i	i	i	i
SUMO1 PPI mod	-1	-1	-21	1	-1
LMPTP block	-0.9	-0.7	0.2	0.2	2.2
STEP block	-2	1	-4	-2	-4

[6] CCc1cccc2c(C(=O)COC(=O)C3=NNC(=O)CC3)c[nH]c12
[7] CC(=O)N(c1ccccc1)C1SC(=O)N(c2ccccc2)C1=O (centres undefined)
[8] O=C(CN1C(=O)c2ccccc2S1(=O)=O)NCc1ccco1
[9] COc1ccc(Cn2c(-c3ccc(C)cc3)nc3c(c(=O)c4ccccc4n3C)c2=O)cc1
[10] CCOc1ccc2oc(C(=O)NCC(C)(C)CN(C)C)c(C)c2c1

assay / compound	6	7	8	9	10
Scp-1 inhibitor	-4	10	-8	2	-8
NadD inh	2	1	-6	22	0
DNMT1 block	3	13	6	83*	-1
Rin1-Abl PPI inh	-2	2	0	-2	1
CSN deneddyl inh	4	7	-7	44*	0
Neddyl block	i	i	i	i	·
Rpn11 inh	i	i	i	i	i
SUMO1 PPI mod	6	-7	-3	5	-8
LMPTP block	0.3	-1.3	-1.4	11	1.0
STEP block	-2	2	-4	2	0

[11] NC(N)=NCCCC(NC(=O)c1ccccc1)C(=O)Nc1ccc2ccccc2c1 (centres undefined)
[12] O=C(CN1CCN(Cc2ccccc2)CC1)NCCNc1ccc([N+](=O)[O-])cn1
[13] CSc1ccccc1NC(=S)NC1CCCCC1
[14] CN(C)CCCC(C)(O)C(C)(C)c1ccccc1 (centres undefined)
[15] CN1C(=O)NC(c2cccc(O)c2)C(C(=O)c2cccs2)C1(O)C(F)(F)F (centres undefined)

assay / compound	11	12	13	14	15
Scp-1 inhibitor	-9	-5	-1	-6	-4
NadD inh	-3	-7	5	-3	1
DNMT1 block	4	-5	1	6	0
Rin1-Abl PPI inh	-1	1	0	1	2
CSN deneddyl inh	0	-5	-7	2	1
Neddyl block	i	i	i	i	i
Rpn11 inh	i	i	i	i	i
SUMO1 PPI mod	-22	-13	-1	1	1
LMPTP block	0.0	-1.8	0.1	-0.4	-1.4
STEP block	1	-3	4	1	4

[16] COc1ccc(OCC(=O)NCCc2c[nH]c3ccccc23)cc1
[17] COc1cc(CN2CC(=O)N(c3ccc(C)cc3)C2=S)cc(OC)c1OC
[18] CCCNC(=O)c1ccccc1NC(=O)c1ccccc1SC
[19] C=CCn1c(C)cc(C(=O)CN2C(=O)c3ccccc3C2=O)c1C
[20] CCCCC(=O)Nc1cccc(-c2csc(-c3ccccc3)n2)c1

assay / compound	16	17	18	19	20
Scp-1 inhibitor	-6	-4	-6	-9	-7
NadD inh	0	-1	1	-4	0
DNMT1 block	-1	-3	-4	-1	-6
Rin1-Abl PPI inh	1	1	-1	6	4
CSN deneddyl inh	-8	0	3	0	2
Neddyl block	i	i	i	i	i
Rpn11 inh	i	i	i	i	i
SUMO1 PPI mod	-1	3	3	-12	-3
LMPTP block	-1.5	-0.2	-2.1	-1.1	3.5
STEP block	-1	-1	3	-1	-2

[21] COc1ccc2c(c1)cc(C(=O)N[C@@H](Cc1ccccc1)C(=O)N[C@@H](C)C(=O)O)n2C
[22] Cc1ccc(-n2c(SCC(=O)OC(C)C)nnc2-c2cnccn2)cc1
[23] CCCCn1c(N)c(N(CCOC)C(=O)CCCc2nc3ccccc3s2)c(=O)[nH]c1=O
[24] Nc1n[nH]c2cc(=O)n(-c3cccc(C(F)(F)F)c3)nc12
[25] CC(C)Cn1c(CN(Cc2ccccc2)Cc2ccccc2)nc2c1c(=O)n(C)c(=O)n2C

assay / compound	21	22	23	24	25
Scp-1 inhibitor	-9	-18	11	-3	-7
NadD inh	-1	5	-3	0	-2
DNMT1 block	-1	0	0	-4	-7
Rin1-Abl PPI inh	0	6	-2	-2	-2
CSN deneddyl inh	-5	0	3	2	-3
Neddyl block	·	i	i	i	i
Rpn11 inh	i	i	i	i	i
SUMO1 PPI mod	-1	-7	-4	-18	5
LMPTP block	-2.9	-1.7	-0.2	-2.4	4.1
STEP block	4	-2	1	2	1

[26] COc1ccc(Cl)cc1NC(=S)N1CCC(c2ccc(C)cc2)C1 (centres undefined)
[27] CCN(CC)C(=O)C1=C(C)N(Cc2ccc(OC)cc2)C(=O)C(CC(=O)NC2CC2)C1 (centres undefined)
[28] CCc1cccc(CC)c1NC(=S)NCC(c1cccnc1)N(C)C (centres undefined)
[29] COc1ccc(C)cc1Nc1nc(C)nc2sc(C)cc12
[30] COc1ccc(OC)c(Nc2nc3ccccc3n3cnnc23)c1

assay / compound	26	27	28	29	30
Scp-1 inhibitor	-13	·	-8	-9	-11
NadD inh	-8	7	1	1	-12
DNMT1 block	1	0	0	-1	-7
Rin1-Abl PPI inh	2	-4	1	-1	-6
CSN deneddyl inh	0	-2	0	2	3
Neddyl block	i	i	i	i	·
Rpn11 inh	i	i	i	i	i
SUMO1 PPI mod	3	2	-1	5	47*
LMPTP block	5.7	-1.2	-3.3	2.4	2.1
STEP block	3	-2	2	0	-2

[31] CC(C)N(Cc1nc(-c2ccc3c(c2)OCO3)no1)CC1CCC(=O)N1 (centres undefined)
[32] COc1ccc(S(=O)(=O)NN=C2CCCCC2)cc1
[33] Cn1c(NCc2ccccc2)nc2c1c(=O)n(Cc1ccc(Br)cc1)c(=O)n2C
[34] Cc1nn(CC(=O)NCc2cc3ccccc3[nH]2)c(C)c1[N+](=O)[O-]
[35] CC(C)(C)c1ccc(CC(=O)N2CCC2(C)C(=O)NS(=O)(=O)c2cccc(F)c2)cc1 (centres undefined)

assay / compound	31	32	33	34	35
Scp-1 inhibitor	-12	2	-15	-4	·
NadD inh	-1	1	-6	1	-2
DNMT1 block	0	7	1	-7	2
Rin1-Abl PPI inh	0	-5	0	-1	0
CSN deneddyl inh	0	-2	4	-11	0
Neddyl block	i	i	i	i	i
Rpn11 inh	i	i	i	i	i
SUMO1 PPI mod	-1	1	-1	-4	11
LMPTP block	-0.8	-1.1	2.3	-1.3	-2.2
STEP block	-6	-1	1	-5	-3

[36] Nc1cc(N)nc(SCC(=O)Nc2ccc3c(c2)OCCCO3)n1
[37] CN(C(=O)c1ccc(NC(=O)Cc2cccc(NC(=O)C3CCN(C(=O)C4CCC4)CC3)c2)cc1)C1CC1
[38] COc1ccc(NC2CCCN(C(=O)CCOc3ccccc3)C2)cc1 (centres undefined)
[39] Cc1ccccc1NC(=O)Cc1nnc(SCC(=O)NC2CCCC2)n1C
[40] O=c1oc(-c2ccccc2)nc2ccsc12

assay / compound	36	37	38	39	40
Scp-1 inhibitor	0	-4	1	1	3
NadD inh	0	2	-6	-5	-6
DNMT1 block	3	2	3	-1	5
Rin1-Abl PPI inh	5	2	-3	3	0
CSN deneddyl inh	1	0	5	4	1
Neddyl block	i	i	i	i	i
Rpn11 inh	i	i	i	i	i
SUMO1 PPI mod	2	3	2	1	6
LMPTP block	-0.1	-2.2	-1.0	0.1	0.0
STEP block	1	0	-2	0	0

[41] O=C(Nc1ccccc1)OCCCCCOC(=O)Nc1ccccc1
[42] Cc1cn(C2CC(O)C(CO)O2)c(=O)n(Cc2ccccc2)c1=O (centres undefined)
[43] CCSc1nnc(Cc2cc(=O)[nH]c(=O)[nH]2)n1-c1ccc(F)cc1
[44] CCN1CCCC1CN(Cc1cc2ccc(C)c(C)c2[nH]c1=O)C(=O)Nc1ccccc1OC (centres undefined)
[45] CCOc1ccc(N2C(=O)C3C4C=CC(CC4)C3C2=O)c([N+](=O)[O-])c1 (centres undefined)
[46] O=C(O)c1cccc(N2C(=O)c3cccc(Oc4ccc(Cl)cc4)c3C2=O)c1
[47] O=C(OCCN1CCOCC1)c1cccnc1
[48] CN(C)S(=O)(=O)c1ccc(-c2csnn2)s1

assay / compound	41	42	43	44	45	46	47	48
Scp-1 inhibitor	-8	-8	0	1	-4	-5	-3&-5	-9
NadD inh	-12	-2	-6	25	0	3	0&-3	-2
DNMT1 block	5	1	3	-1	-2	1	3&2	6
Rin1-Abl PPI inh	2	-2	1	2	3	2	1&5	1
CSN deneddyl inh	2	-3	-6	7	-1	-5	0&2	0
Neddyl block	i	i	i	i	i	i	i	i
Rpn11 inh	i	i	i	i	i	i	i	i
SUMO1 PPI mod	3	6	12	-3	-9	-14	0&3	-5
LMPTP block	0.0	-0.7	-1.2	6.2	-1.3	-0.7	1.3&-1.3	0.4
STEP block	-1	0	-5	-3	-1	-3	-3&-6	-3

Bioassay records from PubChem.

An unsorted share of the library; about 3.8% have a hit in one of these screens.
